TcdB GH inh – TcdB glycohydrolase inhibition | P18177 | TcdB glycohydrolase enzymatic assay, plate reader | inhibition, % at 9.99 µM | 350,000 tested, 0.24% active | AID 652162; in the data active = inhibition above about 10%
* marks the source's active call; other numbers are inactive results; & = joins results of further samples.

| SMILES | TcdB GH inh |
| --- | --- |
| C/C=C/c1ccc([C@@H]2[C@H](CO)N(CC3CCCC3)C23CN(C(=O)COC)C3)cc1 | 0.7 |
| C[C@@H]1CN([C@H](C)CO)C(=O)c2cc(NC(=O)Nc3ccc4c(c3)OCO4)ccc2O[C@@H](C)CCCCO[C@H]1CN(C)S(C)(=O)=O | 0.5 |
| COCC(=O)N(C)C[C@H]1Oc2cc(-c3cccnc3)ccc2S(=O)(=O)N([C@H](C)CO)C[C@@H]1C | -0.4 |
| CCCNC(=O)N1CC2(CCN(C(=O)c3cccc(F)c3)CC2)c2c([nH]c3cc(OC)ccc23)[C@@H]1CO | -0.6 |
| C[C@@H]1CN([C@@H](C)CO)C(=O)Cc2cc(NC(=O)Cc3cn(C)c4ccccc34)ccc2O[C@H]1CN(C)C(=O)NC1CCCCC1 | -2.1 |
| C[C@H]1CCCCO[C@@H](CN(C)Cc2ccccc2)[C@@H](C)CN([C@@H](C)CO)C(=O)c2cc(NC(=O)Nc3ccccc3)ccc2O1 | 0.8 |
| CCN(C[C@H]1N[C@H](CO)[C@@H]1c1ccc(C2=CCCC2)cc1)C(=O)c1ccncc1 | -1.1 |
| COc1ccc(S(=O)(=O)N(C)C[C@H]2Oc3ccc(NS(=O)(=O)c4ccc(Cl)cc4)cc3C(=O)N([C@H](C)CO)C[C@@H]2C)cc1 | -0.9 |
| C[C@@H]1CN([C@H](C)CO)C(=O)c2cc(C#CC3CC3)cnc2O[C@@H]1CN(C)C(=O)CC1CC1 | 0.9 |
| O=C(C[C@H]1CC[C@@H]2[C@H](COC[C@@H](O)CN2C(=O)Nc2ccc(Cl)c(Cl)c2)O1)NCc1ccc(Cl)cc1 | -1.2 |
| O=C(C[C@@H]1CC[C@@H]2[C@H](COC[C@@H](O)CN2C(=O)Nc2ccc(C(F)(F)F)cc2)O1)NC1Cc2ccccc2C1 | 0.5 |
| N#Cc1ccc(-c2ccc(C3[C@H]4CNC[C@@H]3N4S(=O)(=O)c3ccc(-c4ccccc4)cc3)cc2)cc1 (some centres undefined) | 1.8 |
| CO[C@@H]1CN(C)C(=O)c2cc(NC(=O)Nc3cccc(F)c3)ccc2OC[C@@H](C)N(C(=O)Nc2c(C)noc2C)C[C@@H]1C | -1.0 |
| COc1ccc(NC(=O)N(C)C[C@H]2Oc3ccc(NC(=O)c4ccncc4)cc3CC(=O)N([C@H](C)CO)C[C@H]2C)cc1 | 0.2 |
| COc1ccc(CN(C)C[C@H]2OCCCC[C@@H](C)Oc3ccc(NC(=O)c4ccccc4)cc3C(=O)N([C@@H](C)CO)C[C@@H]2C)cc1 | -2.0 |
| C[C@@H]1CCCCO[C@H](CN(C)Cc2ccc3c(c2)OCO3)[C@H](C)CN([C@H](C)CO)C(=O)c2cc(NS(=O)(=O)c3ccc(F)cc3)ccc2O1 | -0.1 |
| Cc1nn(C)cc1NC(=O)C[C@H]1CC[C@H]2[C@H](COc3ccc(NC(=O)Nc4cccc(Cl)c4)cc3C(=O)N2C)O1 | -0.9 |
| CCC(=O)N1CCC2(CC1)CN(Cc1cc(F)ccc1F)[C@H](CO)c1[nH]c3cc(OC)ccc3c12 | -0.5 |
| O=C(C[C@@H]1C=C[C@H](NC(=O)c2ccncc2)[C@@H](CO)O1)NCC1CCCCC1 | 1.5 |
| CNC(=O)C[C@@H]1CC[C@@H]2[C@H](COc3ccc(NC(=O)Nc4ccccc4)cc3C(=O)N2C)O1 | -0.9 |
| C[C@@H]1CN([C@@H](C)CO)C(=O)c2c(c3ccccc3n2C)-c2ccccc2CO[C@H]1CN(C)C(=O)N[C@H](C)c1ccccc1 | 0.8 |
| CC(C)C#Cc1cnc2c(c1)C(=O)N([C@@H](C)CO)C[C@@H](C)[C@H](CN(C)Cc1ccc3c(c1)OCO3)O2 | -1.8 |
| CO[C@@H]1CN(C)C(=O)c2cc(NS(C)(=O)=O)ccc2OC[C@@H](C)N(CC2CCOCC2)C[C@H]1C | -0.1 |
| CO[C@H]1CN(C)C(=O)c2ccc(NC(=O)Nc3ccccc3F)cc2OC[C@H](C)N(C)C[C@@H]1C | 1.7 |
| C[C@H](CO)N1C[C@H](C)[C@@H](CN(C)C(=O)C2CCC2)Oc2ncc(C#CC3CCCC3)cc2C1=O | 0.4 |

(continued)
| SMILES | TcdB GH inh |
| --- | --- |
| C[C@H](O)C#Cc1ccc2c(c1)O[C@H](CN(C)C(=O)c1ccccc1)[C@H](C)CN([C@@H](C)CO)S2(=O)=O | -0.9 |
| CC(C)NC(=O)N(C)C[C@@H]1Oc2cc(C#Cc3ccc(F)cc3)ccc2S(=O)(=O)N([C@H](C)CO)C[C@H]1C | 0.7 |
| CC(C)NC(=O)Nc1ccc2c(c1)C(=O)N([C@@H](C)CO)C[C@H](C)[C@@H](CN(C)Cc1ccc3c(c1)OCO3)O2 | -1.9 |
| CCS(=O)(=O)Nc1ccc2c(c1)C(=O)N(C)C[C@@H](OC)[C@H](C)CN(Cc1nccs1)[C@@H](C)CO2 | -1.0 |
| CC(C)NC(=O)N(C)C[C@H]1OCCCC[C@H](C)Oc2ccc(NC(=O)Nc3cccc4ccccc34)cc2C(=O)N([C@@H](C)CO)C[C@H]1C | -4.4 |
| C[C@H]1CN([C@@H](C)CO)C(=O)Cc2cc(NS(=O)(=O)c3ccc(Cl)cc3)ccc2O[C@@H]1CN(C)C(=O)NC1CCCCC1 | 0.6 |
| COc1ccc(S(=O)(=O)N(C)C[C@H]2Oc3ccc(NC(=O)Nc4ccccc4)cc3CC(=O)N([C@H](C)CO)C[C@@H]2C)cc1 | -0.6 |
| O=C(C[C@@H]1C[C@H]2c3cc(NS(=O)(=O)c4ccc(F)cc4)ccc3O[C@H]2[C@@H](CO)O1)NCCc1ccccc1 | -0.4 |
| COc1ccc(NC(=O)N(C)C[C@H]2OCCCC[C@@H](C)Oc3ccc(NC(=O)CCC(F)(F)F)cc3C(=O)N([C@H](C)CO)C[C@H]2C)cc1 | -0.6 |
| C[C@H]1CN([C@@H](C)CO)C(=O)c2cccc(NS(C)(=O)=O)c2O[C@H]1CN(C)CC1CCCCC1 | -1.6 |
| CC(=O)N1[C@H](CO)[C@H](c2ccccc2)C12CN(C(=O)c1ccc3c(c1)OCO3)C2 | -0.8 |
| CO[C@@H]1CC[C@H]2CCN(C)C(=O)[C@@H](C)CN(C)C(=O)c3cccc(C#N)c3OC[C@H]1O2 | 1.1 |
| C[C@H]1CN([C@@H](C)CO)C(=O)Cc2cc(NC(=O)C3CC3)ccc2O[C@@H]1CN(C)S(=O)(=O)c1cn(C)cn1 | -0.4 |
| C[C@@H]1CN([C@@H](C)CO)C(=O)c2cc(C#C[C@@H](C)O)cnc2O[C@H]1CN(C)CC1CCCC1 | 0.4 |
| C[C@@H]1CN([C@@H](C)CO)S(=O)(=O)c2ccc(C#Cc3ccncc3)cc2O[C@@H]1CN(C)C | 0.2 |
| C[C@H]1CN([C@@H](C)CO)C(=O)c2cc(C#Cc3cccnc3)cnc2O[C@H]1CN(C)C(=O)CC1CC1 | -0.7 |
| COC(=O)C[C@H]1C[C@H]2c3cc(NC(=O)Nc4ccc(C(F)(F)F)cc4)ccc3O[C@H]2[C@H](CO)O1 | 0.2 |
| C[C@@H]1CN([C@@H](C)CO)C(=O)c2cccc(NC(=O)C3CCCCC3)c2O[C@H]1CN(C)Cc1ccc2c(c1)OCO2 | -1.0 |
| O=C(C1CCC1)N1CC(=O)N2[C@H](C1)[C@H](c1ccc(C#Cc3cccc(F)c3)cc1)[C@@H]2CO | -0.2 |
| Cc1ccc(S(=O)(=O)Nc2ccc3c(c2)C(=O)N([C@@H](C)CO)C[C@@H](C)[C@H](CN(C)C(=O)NC2CCCCC2)O3)cc1 | 0.9 |
| COc1ccc(S(=O)(=O)N[C@@H]2C=C[C@H](CC(=O)NCc3ccccc3F)O[C@H]2CO)cc1 | -13.7 |
| C[C@@H]1CCCCO[C@@H](CN(C)S(=O)(=O)c2ccc(Cl)cc2)[C@@H](C)CN([C@H](C)CO)C(=O)c2cc(NC(=O)Nc3cccc4ccccc34)ccc2O1 | 0.0 |
| C[C@H]1CN([C@@H](C)CO)S(=O)(=O)c2ccc(Br)cc2O[C@@H]1CN(C)C(=O)c1cnccn1 | 0.3 |
| CCNC(=O)[C@@H]1[C@@H](CO)[C@@H]2Cn3c(ccc(/C=C/c4ccccc4)c3=O)[C@H]1N2 | 0.5 |
| N#C[C@H]1[C@@H](c2ccc(-c3cccc(F)c3)cc2)[C@@H](CO)N1C(=O)NC1CCCC1 | -0.1 |

Further records.
| SMILES | TcdB GH inh |
| --- | --- |
| CC(C)C#Cc1ccc2c(c1)O[C@@H](CN(C)C(=O)c1ccncc1)[C@@H](C)CN([C@H](C)CO)S2(=O)=O | 1.5 |
| C[C@@H]1CN([C@@H](C)CO)S(=O)(=O)c2ccc(Br)cc2O[C@H]1CN(C)CC1CCCC1 | -1.6 |
| C[C@@H]1CN([C@@H](C)CO)C(=O)c2cccc(N(C)C)c2O[C@H]1CN(C)C(=O)Nc1ccccc1 | -0.3 |
| C[C@H](CO)N1C[C@H](C)[C@H](CN(C)Cc2cccc(C(F)(F)F)c2)Oc2ncc(/C=C/c3ccccc3)cc2C1=O | 0.8 |
| CCNC(=O)C[C@H]1CC[C@H](NC(=O)C2CC2)[C@H](CO)O1 | -0.2 |
| C[C@@H]1CCCCO[C@@H](CN(C)Cc2ccc3c(c2)OCO3)[C@@H](C)CN([C@@H](C)CO)C(=O)c2cc(NC(=O)Nc3ccc4c(c3)OCO4)ccc2O1 | -1.2 |
| C[C@@H]1CN([C@H](C)CO)S(=O)(=O)c2ccc(C#CCN(C)C)cc2O[C@H]1CN(C)Cc1ccc2c(c1)OCO2 | -1.8 |
| N#C[C@@H]1[C@@H](c2ccc(C#Cc3cccnc3)cc2)[C@@H](CO)N1C(=O)C1CCC1 | -1.3 |
| COCc1cn(CC[C@H]2CC[C@H](NC(=O)Nc3c(C)noc3C)[C@@H](CO)O2)nn1 | -0.7 |
| COc1ccc(S(=O)(=O)Nc2ccc3c(c2)C(=O)N([C@H](C)CO)C[C@@H](C)[C@H](CN(C)C(=O)Nc2ccc(C(F)(F)F)cc2)O3)cc1 | -1.3 |
| O=C(N[C@H]1C=C[C@@H](CC(=O)N2CCc3ccccc3C2)O[C@@H]1CO)C1CCOCC1 | 1.2 |
| CCCN1[C@H](C(=O)NCC)[C@@H](CO)[C@@H]2Cn3c(ccc(-c4ccc(OC)cc4)c3=O)[C@@H]21 | -0.8 |
| C[C@H](CO)N1C[C@H](C)[C@@H](CN(C)CC2CCCCC2)Oc2c(NC(=O)NC3CCCCC3)cccc2C1=O | 1.2 |
| CCC(=O)N(C)C[C@@H]1Oc2ncc(C#Cc3ccccc3OC)cc2C(=O)N([C@@H](C)CO)C[C@@H]1C | -8.5 |
| CNC[C@@H]1Oc2cc(-c3ccccc3F)ccc2S(=O)(=O)N([C@@H](C)CO)C[C@H]1C | 0.5 |
| COc1ccccc1S(=O)(=O)N1CC[C@@H]2[C@H](CO)Nc3ccc(-c4ccccc4F)cc3[C@@H]21 | -0.5 |
| CCCNC(=O)N1CC2(CCN(S(=O)(=O)c3cccc(OC)c3)CC2)c2c(n(C)c3cc(OC)ccc23)[C@@H]1CO | -0.6 |
| COc1ccccc1CN(C)C[C@@H]1OCc2cnnn2CCCC(=O)N([C@@H](C)CO)C[C@@H]1C | -2.5 |
| CNC[C@H]1Oc2c(NS(C)(=O)=O)cccc2C(=O)N([C@H](C)CO)C[C@H]1C | -0.4 |
| C[C@@H]1CN([C@H](C)CO)C(=O)c2cc(NC(=O)CCCN(C)C)ccc2O[C@@H]1CN(C)S(=O)(=O)c1ccc(Cl)cc1 | -1.7 |
| COc1ccccc1-c1ccc(C2[C@@H]3CN(C(=O)c4cccnc4)C[C@H]2N3)cc1 (some centres undefined) | 0.7&1.1 |
| C[C@@H]1CN([C@H](C)CO)C(=O)Cc2cc(N(C)C)ccc2O[C@H]1CN(C)S(=O)(=O)c1cccs1 | -8.1 |
| C[C@H](CO)N1C[C@H](C)[C@@H](CN(C)S(=O)(=O)c2ccc(F)cc2)Oc2ccc(NC(=O)Nc3ccc4c(c3)OCO4)cc2CC1=O | -0.1 |
| O=C(C[C@H]1C[C@@H]2c3cc(NS(=O)(=O)c4ccc(F)cc4)ccc3O[C@@H]2[C@@H](CO)O1)NCc1ccccn1 | -0.7 |
| C[C@@H]1CCCCO[C@@H](CN(C)C(=O)C2CCCCC2)[C@H](C)CN([C@H](C)CO)C(=O)c2cc(NS(=O)(=O)c3ccccc3)ccc2O1 | 0.7 |

Following part.
| SMILES | TcdB GH inh |
| --- | --- |
| C[C@H](CO)N1C[C@H](C)[C@H](CN(C)Cc2ccc(Cl)c(Cl)c2)Oc2ccc(N(C)C)cc2CC1=O | -3.5 |
| Cc1noc(C)c1NC(=O)N(C)C[C@@H]1Oc2cc(C#CCC(C)C)ccc2S(=O)(=O)N([C@@H](C)CO)C[C@H]1C | 0.8 |
| C[C@@H]1CCCCO[C@H](CN(C)C(=O)Cc2ccccc2)[C@H](C)CN([C@H](C)CO)C(=O)c2cc(NS(=O)(=O)c3ccccc3)ccc2O1 | -1.2 |
| C[C@H](CO)N1C[C@H](C)[C@@H](CN(C)C(=O)Nc2cccc3ccccc23)Oc2c(NC(=O)c3ccncc3)cccc2C1=O | -0.9 |
| Cc1ccc(-c2cnc3c(c2)C(=O)N([C@H](C)CO)C[C@H](C)[C@H](CN(C)S(C)(=O)=O)O3)cc1 | 1.4 |
| O=C(c1ccccc1)N1CC(=O)N2[C@H](CO)[C@H](c3ccc(C#CC4CC4)cc3)[C@H]2C1 | 0.0 |

An excerpt from above in order of SMILES length, smallest number first.
| SMILES | TcdB GH inh |
| --- | --- |
| O=C(c1ccccc1)N1CC(=O)N2[C@H](CO)[C@H](c3ccc(C#CC4CC4)cc3)[C@H]2C1 | 0.0 |
| Cc1ccc(-c2cnc3c(c2)C(=O)N([C@H](C)CO)C[C@H](C)[C@H](CN(C)S(C)(=O)=O)O3)cc1 | 1.4 |
| C[C@@H]1CCCCO[C@H](CN(C)C(=O)Cc2ccccc2)[C@H](C)CN([C@H](C)CO)C(=O)c2cc(NS(=O)(=O)c3ccccc3)ccc2O1 | -1.2 |

Reformatted as labelled records: entries from further up
> C[C@H](CO)N1C[C@H](C)[C@@H](CN(C)C(=O)Nc2cccc3ccccc23)Oc2c(NC(=O)c3ccncc3)cccc2C1=O
  TcdB GH inh: -0.9

> Cc1ccc(-c2cnc3c(c2)C(=O)N([C@H](C)CO)C[C@H](C)[C@H](CN(C)S(C)(=O)=O)O3)cc1
  TcdB GH inh: 1.4

> O=C(c1ccccc1)N1CC(=O)N2[C@H](CO)[C@H](c3ccc(C#CC4CC4)cc3)[C@H]2C1
  TcdB GH inh: 0.0

Screening data: PubChem, Broad Institute

Some of the compounds tested; rates above refer to the full screens.
